Screens as filed in PubChem.
DAGLB inhibitor – DAGLB lipase inhibitors, primary screen, biochemical, fluorescence, HTS. Diacylglycerol lipase-beta (Homo sapiens), Q8NCG7. HEK293T DAGLB membrane lysate, EnzChek fluorogenic substrate. inhibition, % at 5.17 µM. 0.059% of 340,000 active. AID 504411, 2011; in the data active = inhibition above about 34%;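 also: 0% = enzyme with vehicle and 100% = wells lacking enzyme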
SUMO Mot1 rescue – yeast Mot1-301 growth rescue at high temperature, primary screen, SUMOylation pathway inhibitor project, S. cerevisiae, ATP luminescence, 38.5C; AID 2716, 2010; growth rescue, % at 18.8 µM; S. cerevisiae Mot1-301 growth rescue; percent above DMSO median, 100 means doubled; 1% of 320,000 active;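 active = every valid replicate shows activation above 250% relative to neutral control wells; inactive = the rest, any valid replicate at or below 250%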;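 also: OY570 slx delta 5 strain wells were the positive control but not used for scaling; some compounds called inactive have numbers as strong as hits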
CDK5 p35 inh – inhibitors of human CDK5/p35 kinase, primary screen, biochemical, single concentration; Cyclin-dependent kinase 5 (Homo sapiens) + Cyclin-dependent kinase 5 activator 1 (Homo …; Recombinant CDK5/p35, ADP-Glo luminescence, 60 min; inhibition, % at 10 µM; 0.01% of 330,000 active; AID 488839, 2010;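 active = highest replicate inhibition of at least 50% and at least 75% of replicates reaching 50%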;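 also: plate controls were DMSO neutral control for no effect and GW8510 at 10 µM for full effect; many of its hits are not listed in these tables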
Ecoli viability – E. coli V3065 growth inhibition, primary screen, counter-screen for AddAB inhibitor project, absorbance, OD600 | inhibition, % at 11.9 µM | AID 449728, 2010 | 18 h | 0.27% of 330,000 active;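 active = inhibition above the campaign's mean inhibition across all tested compounds plus 3 SD, cut at about 9.9% in these data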;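 also: uninfected addAB+ strain grown without phage in ampicillin broth; 0% = DMSO wells and 100% = ciprofloxacin 0.95 µg/ml wells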
HTR5A ag ctr – HTR5A agonists in luminescence cell assay, primary screen, counter-screen for OPRM1-OPRD1 heterodimer agonist project, full-deck HTS | cell-based | 0.61% of 340,000 active | AID 504692, 2011 | activation, % at 9.3 µM | 5-hydroxytryptamine receptor 5A (Homo sapiens), P47898; in the data active = activation mostly above about 9.5%, no sharp cut-off; inactive = mostly below about 7.6%;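 also: 0% = cells with vehicle only and 100% = reference agonist; strong numbers were not always called active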
Target sequence (P47898 whole entry, looked up): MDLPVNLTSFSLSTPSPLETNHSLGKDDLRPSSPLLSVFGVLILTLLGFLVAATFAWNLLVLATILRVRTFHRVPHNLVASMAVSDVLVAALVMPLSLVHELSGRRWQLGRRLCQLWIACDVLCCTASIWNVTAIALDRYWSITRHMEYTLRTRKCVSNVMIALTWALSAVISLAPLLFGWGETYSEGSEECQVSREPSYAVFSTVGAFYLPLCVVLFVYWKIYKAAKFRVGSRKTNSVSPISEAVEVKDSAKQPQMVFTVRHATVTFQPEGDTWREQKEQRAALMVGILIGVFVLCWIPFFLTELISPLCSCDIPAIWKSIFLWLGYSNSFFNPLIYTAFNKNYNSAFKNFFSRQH
Tat export inh – E. coli Tat export inhibitors, primary screen, MC4100, TorA-mCherry reporter, fluorescence, single point; 0.036% of 340,000 active; inhibition, % at 10 µM;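 active = mean replicate inhibition at least 50% and at least half of replicates individually reaching 50%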;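 also: exported cargo escapes ClpAP degradation while cytoplasmic cargo is degraded and loses fluorescence; 0% = median of neutral control wells and 100% = median of NaSCN control wells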
HTR5A inv ag – HTR5A inverse agonists in luminescence cell assay, primary screen, counter-screen for OPRM1-OPRD1 heterodimer inverse agonist project, full-deck HTS; 5-hydroxytryptamine receptor 5A (Homo sapiens), P47898; HTR5A cell line, inverse agonism; inhibition, % at 9.3 µM; 0.083% of 340,000 active; AID 504634, 2011; in the data active = inhibition mostly above about 23%, no sharp cut-off; inactive = mostly below about 18%;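 also: 0% = cells with DMSO and 100% = no-cell wells with DMSO; some compounds called inactive have numbers as strong as hits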
AddAB inh – growth inhibition of E. coli expressing H. pylori AddAB, primary screen, AddAB inhibitor project, absorbance. inhibition, % at 11.9 µM. 0.29% of 330,000 active. AID 435030, 2010; in the data active = inhibition above about 12%;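 also: 0% = vehicle wells of infected cells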
phage Ecoli inh – growth loss of phage-infected E. coli, primary screen, RecBCD inhibitor project, absorbance, with phage, HTS; inhibition, % at 11.9 µM; 0.26% of 360,000 active; AID 651602, 2012; in the data active = inhibition above about 11%
PKA-R1A activ – activators of PKA-R1A holoenzyme, primary screen, biochemical, fluorescence polarization, Cy5-IP20, bovine R1A, mouse PKAc; cAMP-dependent protein kinase type I-alpha regulatory subunit (Bos taurus) + …; PKA-R1A dissociation; scaled: DMSO 0%, 113 µM cGMP 100%; activation, % at 11.4 µM; 0.083% of 340,000 active; AID 504707, 2011;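 active = percent activation above the mean of all tested compounds plus 3 SD, cut at about 19% in these data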;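 also: higher means more PKAc released from R1A so a rise in polarization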
PKA-R2B act – activators of PKA-R2B holoenzyme, primary screen, biochemical, fluorescence polarization, Cy5-IP20, human | cAMP-dependent protein kinase catalytic subunit beta (Homo sapiens) + cAMP-dependent … | 0.079% of 340,000 active | activation, % at 11.4 µM | PKA-R2B holoenzyme dissociation; R2B truncated from residue 108, S112A mutant; 0% DMSO only, 100% 113 µM cGMP;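 active = activation above a cutoff set at the mean over all compounds plus 3 SD, cut at about 18% in these data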;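 also: higher means more holoenzyme dissociation and a rise in polarization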
Target sequence (P31323 whole entry, looked up, other chains not shown, the tested form may be a part): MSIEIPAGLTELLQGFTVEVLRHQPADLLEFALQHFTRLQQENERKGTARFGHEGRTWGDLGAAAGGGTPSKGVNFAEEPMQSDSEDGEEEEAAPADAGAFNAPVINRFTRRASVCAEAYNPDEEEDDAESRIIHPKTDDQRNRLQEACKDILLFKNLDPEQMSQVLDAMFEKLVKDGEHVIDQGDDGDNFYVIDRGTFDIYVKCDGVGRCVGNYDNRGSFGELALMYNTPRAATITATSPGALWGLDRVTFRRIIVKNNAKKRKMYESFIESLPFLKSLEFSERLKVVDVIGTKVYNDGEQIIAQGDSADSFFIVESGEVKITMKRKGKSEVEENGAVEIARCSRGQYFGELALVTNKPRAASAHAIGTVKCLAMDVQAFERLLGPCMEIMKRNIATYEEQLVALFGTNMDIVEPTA
Starred values were filed as active, the others as inactive; x = no result given.

SMILES	DAGLB inhibitor	SUMO Mot1 rescue	CDK5 p35 inh	Ecoli viability	HTR5A ag ctr	Tat export inh	HTR5A inv ag	AddAB inh	phage Ecoli inh	PKA-R1A activ	PKA-R2B act
COc1cc(C(=O)NCC(=O)NCCN2C(=O)S/C(=C\c3ccc4c(c3)OCO4)C2=O)cc(OC)c1OC	1	x	-0.8	0.5	6	6	-25	-1.1	4.5	10	5
CC(C)C1CC(C(F)(F)F)n2nc(C(=O)O)cc2N1 (stereo unspecified)	-2	x	0.8	-0.8	-5	-5	-21	0.7	4.7	1	-5
COc1ccccc1N1CCN(CC(O)COc2ccc(C)c(C)c2)CC1 (stereo unspecified)	-11	1	0.7	-3.0	2	-7	-8	-1.5	1.4	-4	3
COc1ccc(C(c2nnnn2C2CCCC2)N2CCC(C)CC2)c(OC)c1 (stereo unspecified)	-6	3	-0.3	0.4	0	-1	1	1.2	0.7	-14	-3
CCOC(=O)C1=C(CC)Nc2ccccc2N=C1NC(=O)c1ccc(C)c(S(=O)(=O)N2CCOCC2)c1	2	x	-1.8	x	0	-4	-4	x	0.1	4	7
COc1ccccc1NC(=O)C1=C(C)NC(=O)NC1c1cccc(OC)c1OC (stereo unspecified)	-1	9	-0.4	0.0	-4	-14	14	2.2	2.1	5	-1
COc1cc(CN(C)c2ncnc3sccc23)ccc1OC(F)F	-2	-13	3.5	-0.6	5	2	-12	-0.7	1.5	13	-6
CCN1C(=O)[C@H]2[C@@H](c3ccc(-c4cccc(Cl)c4)c(OC)c3)N3CCC[C@@]3(C(=O)OC)[C@H]2C1=O	-3	-1	0.7	-0.9	7	14	-1	-0.1	2.9	-10	-6
CCCn1c(N)c(C(=O)CSc2nnc3n2CCCCC3)c(=O)n(C)c1=O	0	-4	0.7	-2.3	-2	-4	10	0.1	2.6	-4	-4
O=C(NCC1CCCO1)c1c(O)nc2sccn2c1=O (stereo unspecified)	2	2	-0.2	0.9	-2	-12	5	-0.4	0.6	6	-5
O=C(CN(Cc1ccccc1)S(=O)(=O)c1ccccc1)N/N=C/c1ccccc1[N+](=O)[O-]	4	-10	1.2	1.0	10	6	9	6.8	5.5	-10	0
Cc1ccccc1OCCC(=O)N(CC(C)C)c1c(N)n(Cc2ccccc2)c(=O)[nH]c1=O	1	0	1.0	3.0	-6	2	3	0.6	7.8	6	3
CCc1ccc(NC(=O)c2ccccc2Br)cc1	-1	11	-0.6	0.2	-7	-4	-2	-1.4	2.0	-1	-12
C=CCNC(=O)CCC(=O)NNc1nc2ccccc2c2nc(-c3ccccc3)nn12	0	25	-1.9	1.3	-2	-6	-17	0.1	-2.2	-3	-9
O=C(c1nc2ncccn2n1)N1CCN(c2ccc(F)cc2)CC1	1	0	0.3	-0.7	4	1	-12	1.6	0.2	9	-2
O=C(CCNC(=O)C1CCN(S(=O)(=O)c2ccccc2)CC1)NCc1ccc(Cl)cc1	1	75	-2.2	-0.7	4	-6	-15	0.2	3.3	-3	8
CC1CCCC(NC(=O)COc2ncnc3ccccc23)C1C (stereo unspecified)	0	-14	1.0	2.1	-2	-13	7	-0.8	3.4	4	-2
CCOC(=O)c1c(-c2ccc(C)o2)csc1NC(=S)NC(=O)c1ccc(F)cc1	-4	28	1.4	-1.1	-2	-6	-7	2.7	3.9	-8	-16
NC(=O)Nc1ccc(Oc2ncc(C(F)(F)F)cc2Cl)cc1	-3	72	1.7	-2.5	3	9	-7	-1.8	2.7	3	-6
CN(C(=O)COn1nnc2ccc(S(=O)(=O)N3CCOCC3)cc21)c1ccccc1	3	186	1.3	2.1	-9	4	23	0.8	3.0	-10	-2
CCN(CC)C(=O)c1ccc(CS(=O)(=O)c2ccc(OC)cc2)o1	0	-5	-0.8	-0.9	2	1	-5	0.8	2.4	-6	-3
Cc1ccccc1-c1nnc(-c2ccc(Br)cc2)o1	-12	116	-1.1	1.3	-1	-1	-6	1.7	2.7	-1	-5
Oc1ccccc1CN1CCN(C(c2ccccc2)c2ccccc2)CC1	-5	-11	0.4	1.2	0	-1	1	1.6	-2.1	-2	-1
CC(C)CC(=O)NC(=S)Nc1cc(C(F)(F)F)ccc1N1CCOCC1	-4	19	-0.8	0.3	5	1	23	1.7	0.4	4	1
O=C(NCC1CCCO1)C1CCN(C2CCN(C(=O)CC3CCCC3)CC2)CC1 (stereo unspecified)	-3	-18	0.1	2.2	8	2	-23	0.9	5.3	8	-9

Reprinted from the part before: 2 compounds; new compounds follow.
SMILES	DAGLB inhibitor	SUMO Mot1 rescue	CDK5 p35 inh	Ecoli viability	HTR5A ag ctr	Tat export inh	HTR5A inv ag	AddAB inh	phage Ecoli inh	PKA-R1A activ	PKA-R2B act
CC(C)CC(=O)NC(=S)Nc1cc(C(F)(F)F)ccc1N1CCOCC1	-4	19	-0.8	0.3	5	1	23	1.7	0.4	4	1
O=C(NCC1CCCO1)C1CCN(C2CCN(C(=O)CC3CCCC3)CC2)CC1 (stereo unspecified)	-3	-18	0.1	2.2	8	2	-23	0.9	5.3	8	-9
Nc1nonc1-c1nc2ccccc2n1CC(=O)N/N=C\c1ccc(-c2ccc(Cl)cc2)o1	-4	-21	0.6	-2.5	x	-15	x	1.4	1.3	5	6
Cc1ccc(-c2nnc(SCC(=O)Nc3sc(C)c(C)c3C#N)n2C)cc1	-1	19	-0.9	1.6	1	-9	-28	1.5	-1.0	-7	-12
COc1cccc(C(=O)Nc2cccc(-c3nc4ncccc4o3)c2C)c1	-2	7	-0.9	1.5	-2	-7	-1	-1.0	2.0	-3	-1
CCn1nc(C)c(/C=N/NC(=O)Cc2ccc(Cl)cc2)c1C	0	-21	-0.1	-0.9	3	5	-11	-0.8	x	1	-3
CC(C)C[C@H](NC(=O)N1CCn2c1nc1ccccc12)C(=O)N1CCCCC1	-4	-11	0.1	-0.8	x	7	x	3.4	2.5	3	-1
CCN(CC)S(=O)(=O)c1ccc(NC(=O)Cn2c(=O)sc3ccccc32)cc1	-1	-8	-2.2	1.6	0	3	8	1.6	3.4	-1	6
CCCN(C(=O)/C=C/c1ccc(S(=O)(=O)N(CC)CC)cc1)C1CCS(=O)(=O)C1 (stereo unspecified)	-1	-13	-0.7	0.4	2	-3	-4	3.0	4.2	-4	7
Cc1nn(CC(=O)Nc2nccs2)c(C)c1[N+](=O)[O-]	1	20	-0.9	0.5	3	2	-2	0.2	-1.8	-8	-1
Cc1cc(Cl)ccc1C(=O)C1CCCN(C(=O)CCN2CCCO2)C1 (stereo unspecified)	0	9	0.7	-2.8	-1	6	7	-2.9	1.5	10	2
CC(C)CCNC(=O)CN(Cc1ccccc1)C(=O)CCC(=O)Nc1nccs1	-3	338	-0.9	1.8	12	2	-36	4.3	-0.8	4	-2
COC(=O)c1ccc(C(=O)N2CCCC(CNC(=O)c3ccccc3Cl)C2)cc1 (stereo unspecified)	2	-8	-4.5	1.9	4	25	-12	5.0	5.2	-16	11
CNc1sc(C(=O)c2ccccc2F)c(N)c1-c1nc2ccccc2s1	19	-6	0.9	-2.2	-6	14	23	-3.1	-1.1	-6	-3
COc1c(OC)c(O)c2c(=O)cc(-c3c(O)cccc3O)oc2c1OC	1	5	4.7	1.3	0	-1	-7	5.5	1.4	-13	-9
CC(C)OC(=O)/C(=C/c1cccnc1)NC(=O)c1ccccc1	-1	22	-0.3	1.9	12	-7	-31	0.4	4.7	3	-6
CCOc1ccc(C(=O)NCc2ccco2)cc1OC	-1	-1	-1.9	x	-2	-1	9	x	1.7	-6	7
O=C(O)CSc1ccnc2cc(Cl)ccc12	2	-1	2.5	0.7	-4	-14	-22	-0.7	0.5	2	7
CCOC(=O)Cn1cc(C#N)c2cccc(CC)c21	-2	-5	-2.3	-2.4	-4	10	11	-1.9	2.4	-6	-2
CC(O)CN1C(=O)C(CC(=O)Nc2ccc(Cl)cc2)SC1=Nc1ccccc1 (stereo unspecified)	-1	-1	-5.4	0.9	5	18	-27	4.2	x	3	-3
CCOc1ccc(-c2nc(CN3CCCC(C(=O)N4CCOCC4)C3)c(C)o2)cc1 (stereo unspecified)	2	9	-2.4	-3.2	-2	19	-21	-1.0	2.6	-12	-10
O=C(NNc1cc(C(F)(F)F)ccc1Cl)c1ccc(=O)[nH]c1	-2	-4	-2.7	2.6	0	-1	-2	4.3	-3.7	-5	6
Cc1ccc(N2C(SCC(=O)O)=NC(=Nc3cccc(C)c3)C23CCCC3)cc1	-2	-14	0.3	-0.6	4	-6	-5	1.2	3.9	-2	13
COc1ccccc1C(O)P(=O)(OC1CCCCC1)OC1CCCCC1 (stereo unspecified)	-2	-27	0.6	-0.4	2	9	-17	-1.1	-0.2	3	-9
CCOc1cc([C@H]2[C@@H]3CCCC[C@]3(O)CCN2CC(=O)NCc2ccco2)ccc1O	0	-14	-2.7	-1.8	-6	-6	17	1.2	3.2	-6	-3
CNC(=O)c1nc(C)c(C2(C)CC(c3ccccc3)=NO2)s1 (stereo unspecified)	3	164	-0.2	-2.0	5	-3	-22	2.2	0.6	-6	-1
Cc1ccccc1-c1ccc(Nc2ccc(C(=O)N3CCOCC3)cc2)nn1	0	3	-0.8	-1.9	-1	2	-34	-1.3	3.3	0	-2
Cc1cccc(C)c1NC(=O)CSc1nnc(CCCCCNC(=O)OC(C)(C)C)o1	-1	-21	2.3	-0.3	4	7	-9	0.2	-1.9	2	-4

Profiles, quoted from the list. Screens in order: DAGLB inhibitor | SUMO Mot1 rescue | CDK5 p35 inh | Ecoli viability | HTR5A ag ctr | Tat export inh | HTR5A inv ag | AddAB inh | phage Ecoli inh | PKA-R1A activ | PKA-R2B act
`Cc1nn(CC(=O)Nc2nccs2)c(C)c1[N+](=O)[O-]` is listed with 1 | 20 | -0.9 | 0.5 | 3 | 2 | -2 | 0.2 | -1.8 | -8 | -1
`COc1ccccc1C(O)P(=O)(OC1CCCCC1)OC1CCCCC1` (stereo unspecified) is listed with -2 | -27 | 0.6 | -0.4 | 2 | 9 | -17 | -1.1 | -0.2 | 3 | -9
`Cc1ccc(-c2nnc(SCC(=O)Nc3sc(C)c(C)c3C#N)n2C)cc1` is listed with -1 | 19 | -0.9 | 1.6 | 1 | -9 | -28 | 1.5 | -1.0 | -7 | -12
`Nc1nonc1-c1nc2ccccc2n1CC(=O)N/N=C\c1ccc(-c2ccc(Cl)cc2)o1` is listed with -4 | -21 | 0.6 | -2.5 | x | -15 | x | 1.4 | 1.3 | 5 | 6
